TSHR antagonist: human thyrotropin receptor antagonism; P16473; TSHR-expressing cells, TSH-stimulated cAMP HTRF, 2 h; active compounds read low; activity change, negative = inhibition, % at 11.5 µM; 0.2% of 330,000 active; AID 504810;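 active = activity change below a set negative limit, meaning inhibition stronger than a set level, cut at about -70% in these data; inconclusive = activity change between two set negative limits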; note: % is set by controls: 0 for no effect and ±100 for the full control effect
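Competitive HTRF cAMP read-out (cryptate anti-cAMP antibody, cAMP-d2; 30 min, room temperature) in freshly harvested TSHR cells. Compounds added before TSH at EC80 (4nM final), followed by 2 hours' incubation at 37 deg C.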
PKM2 act: activators of human pyruvate kinase M2; 0.34% of 260,000 active; P14618; AID 1631; Potency, µM (series often up to 57.5 µM), for inactives: at the top dose activation, most hits filed as activators; purified PKM2, Kinase-Glo ATP luminescence, activation; response scale: 0% is enzyme alone, no compound; note: potency is the fitted concentration of half-maximal effect; % is set by controls: 0 for no effect and ±100 for the full control effect; nearly all actives have a fitted effect of over 55% in size
Target sequence (P14618 whole entry, looked up): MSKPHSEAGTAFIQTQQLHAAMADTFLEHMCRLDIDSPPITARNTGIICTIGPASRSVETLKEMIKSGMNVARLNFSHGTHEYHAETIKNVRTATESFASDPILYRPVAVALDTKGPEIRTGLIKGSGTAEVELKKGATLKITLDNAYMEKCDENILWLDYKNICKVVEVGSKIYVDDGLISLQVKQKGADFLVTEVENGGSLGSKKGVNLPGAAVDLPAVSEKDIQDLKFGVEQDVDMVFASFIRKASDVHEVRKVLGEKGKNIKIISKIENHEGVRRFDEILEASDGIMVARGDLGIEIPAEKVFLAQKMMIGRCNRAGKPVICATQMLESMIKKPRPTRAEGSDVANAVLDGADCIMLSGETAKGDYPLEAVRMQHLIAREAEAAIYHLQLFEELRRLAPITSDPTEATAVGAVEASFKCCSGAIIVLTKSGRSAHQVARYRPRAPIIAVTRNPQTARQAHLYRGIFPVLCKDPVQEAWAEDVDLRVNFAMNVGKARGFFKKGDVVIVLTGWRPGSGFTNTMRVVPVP
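Purified hPK-M2 (>95%) run at intermediate activity with 0.1 mM ADP and 0.5 mM PEP in 50 mM imidazole pH 7.2, KCl, MgCl2; 1 h room temperature. ATP formed read by Kinase-Glo luminescence; normalized to uninhibited and no-enzyme controls.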
MBNL1 CUG block: inhibitors of human MBNL1 binding to CUG repeat RNA. Q9NR56. TR-FRET MBNL1-His/biotin-(CUG)12 binding, 665/545 ratio. Potency, µM (doses to about 57.5 µM), for inactives: top-dose activity change, negative = inhibition, most hits filed as inhibitors. 0.036% of 280,000 active. AID 2675; active = well fitted inhibition curve with a large enough effect in the signal ratio, with a control signal flat, not every such curve was filed as active; inconclusive = small, poorly fitted or top-dose-only effect, or effect the other way, or a change in a side signal; inactive = no such curve, though single readings can be large or run the other way; the % refers to the signal ratio; note: potency is the fitted concentration of half-maximal effect; % is set by controls: 0 for no effect and ±100 for the full control effect
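TR-FRET readout: Ex 340 nm, 665/545 nm emission ratio, normalized to buffer-only (basal) and MBNL1-(CUG)12 controls. Complex of MBNL1-His with Biotin-(CUG)12, compounds 92 nM–58 uM, incubated 60 min at room temperature.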
Menin-MLL TR inh: displaces Texas Red mutant MLL peptide from human menin; O00255; Menin + Texas Red MLL mutant peptide, fluorescence polarization; Potency, µM (titrated, usually from 61.6 µM), for inactives: at the highest dose FP activity change, negative = inhibition, usual class: inhibitors; 0.23% of 270,000 active; active = well fitted inhibition curve with a large enough effect in the polarisation, with a control signal flat, not every such curve was filed as active; inconclusive = small, poorly fitted or top-dose-only effect, or effect the other way, or a change in a side signal; inactive = no such curve, though single readings can be large or run the other way; the % refers to the polarisation; note: potency is the fitted concentration of half-maximal effect; % of control where 0% means no effect; many of its hits are not listed in these tables
Eya2 inh: blocks the phosphatase activity of human Eya2; recombinant Eya2, OMFP fluorescence dephosphorylation (OMFP is methylfluorescein phosphate); Potency, µM (titrated, usually from 76.9 µM), inactives show top-dose activity, negative = inhibition, actives largely listed as inhibitors; 0.006% of 330,000 active; AID 488837; note: potency is the fitted concentration of half-maximal effect; % is set by controls: 0 for no effect and ±100 for the full control effect
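Eya2 protein (added as 0.2 uM solution) was preincubated with compound for 10 min at ambient temperature in 50 mM HEPES pH 7.5, 50 mM NaCl, 5 uM MgCl2, 0.05% BSA, 1 mM DTT. OMFP (added at 50 uM) then reacted 10 min; fluorescence read at 485/525 nm.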
S-ASM inh: blocks human secretory acid sphingomyelinase; placental ASM, HMU-PC fluorogenic substrate, 60 min; P17405; 0.006% of 340,000 active; AID 504937; Potency, µM (doses to about 57.5 µM), for the others: top-dose activity change, negative = inhibition, actives largely listed as inhibitors; note: potency is the fitted concentration of half-maximal effect
Target sequence (P17405 47-631 limits assumed): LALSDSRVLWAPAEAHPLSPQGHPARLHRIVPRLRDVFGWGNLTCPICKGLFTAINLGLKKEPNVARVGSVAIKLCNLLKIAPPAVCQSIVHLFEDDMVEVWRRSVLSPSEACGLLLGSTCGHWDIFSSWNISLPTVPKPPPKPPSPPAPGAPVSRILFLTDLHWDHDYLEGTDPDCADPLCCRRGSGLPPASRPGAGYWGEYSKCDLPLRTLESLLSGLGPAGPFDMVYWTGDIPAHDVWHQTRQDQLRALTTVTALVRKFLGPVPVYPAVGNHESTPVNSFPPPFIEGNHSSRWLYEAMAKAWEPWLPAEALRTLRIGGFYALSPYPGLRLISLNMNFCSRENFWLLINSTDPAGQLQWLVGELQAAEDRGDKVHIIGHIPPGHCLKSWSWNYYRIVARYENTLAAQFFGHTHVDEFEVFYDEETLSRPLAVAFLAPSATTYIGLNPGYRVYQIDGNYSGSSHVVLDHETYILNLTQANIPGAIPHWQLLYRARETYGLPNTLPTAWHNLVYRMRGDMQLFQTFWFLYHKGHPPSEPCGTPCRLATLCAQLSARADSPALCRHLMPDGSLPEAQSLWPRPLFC
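HMU-PC0 cleavage (9 uM final) by human placental ASM, 60 min at 37 °C following 10 min compound exposure at RT; stopped at pH 10, fluorescence Ex 386/Em 447 nm.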
KCNH2 WT inh: blocks the wildtype human KCNH2 potassium channel. Q12809. U2OS, BacMam KCNH2, thallium flux FluxOr; active compounds read low. activity change, % at 1.84 µM. 0.37% of 340,000 active. AID 720551;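 active = maximum activity change below -70%; inconclusive = maximum activity change between -70% and -50%; inactive = maximum activity change above -50%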; note: % is set by controls: 0 for no effect and ±100 for the full control effect
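U2OS cells were transduced with wild-type KCNH2 virus (2.03 x 10^8 / mL) for 4 h at room temperature, then cultured overnight at 37 C. Thallium flux was read with FluxOr dye. Rate constants were normalized to DMSO controls.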
GALK inhibitor: galactokinase (human) inhibition; P51570; Purified GALK, Kinase-Glo residual ATP luminescence; Potency, µM (titrated, usually from 57.5 µM), inactives show top-dose activity change, negative = inhibition, hits mostly inhibitors; 0.007% of 270,000 active; AID 1868; note: potency is the fitted concentration of half-maximal effect; % is set by controls: 0 for no effect and ±100 for the full control effect
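The enzyme phosphorylates galactose (100 uM) using ATP (35 uM); inhibition is detected as higher residual ATP, quantified by bioluminescence after 1 h reaction at room temperature, pH 8.0.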
Chronic BCR inh: blocks chronic active B-cell receptor signaling; ABC-DLBCL IkBa-CBG/CBR reporter, luminescence ratio, 4 h; Potency, µM (top dose mostly 46.1 µM), inactives show at the highest dose ratio change, negative = lower green/red ratio, hits mostly inhibitors; 0.05% of 340,000 active; AID 493014; active = well fitted inhibition curve with a large enough effect in the signal ratio, with a control signal flat, not every such curve was filed as active; inconclusive = small, poorly fitted or top-dose-only effect, or effect the other way, or a change in a side signal; the % refers to the signal ratio;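 note: potency is the fitted concentration of half-maximal effect; plate controls were basal doxycycline-induced cells for no effect and cells given 10 µM MG132 for full effect; MG132 reads +100%, hits lower the ratio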
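TMD8 ABC-DLBCL cells carrying doxycycline-inducible green luciferase fused to IkappaBalpha plus unfused red luciferase were exposed to compounds (up to 46 uM) for 4 hrs at 37C. Activity came from the overlap-corrected green/red luminescence ratio.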
USP2a block: USP2a (human) protease inhibition | USP2 core, Ub-CHOP2 coupled fluorogenic reporter, 485/531 | Potency, µM (highest dose often 38.3 µM), without a hit: top-dose activity change, negative = inhibition, hits mostly inhibitors | 0.01% of 330,000 active;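 note: potency is the fitted concentration of half-maximal effect; plate controls were DMSO wells for no effect and full inhibition by NEM control for full effect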
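Cell-free coupled assay: 10nM USP2 core preincubated 30min RT with compound in Tris-HCl pH 8.0/CaCl2/CHAPS buffer, then 25nM Ub-CHOP2 and 25nM reporter substrate; fluorescence (Ex 485/Em 531) read after 60min RT, normalized to NEM inhibition, concentration-response curves fitted.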
Mito fusion yeast: blocks mitochondrial division or promotes mitochondrial fusion; 0.23% of 320,000 active; Potency, µM (titrated, usually from 46.1 µM), without a hit: at the top dose growth rescue (activation), usual class: activators; AID 485298; S. cerevisiae fusion-defective mutant growth rescue, CellTiterGlo 48 h;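 note: potency is the fitted concentration of half-maximal effect; % of control where 0% means no effect; nearly all actives have a fitted effect of over 45% in size; temperature-sensitive fusion mutants such as fzo1-1 at 37 °C on non-fermentable ethanol glycerol medium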
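Compounds are tested for their ability to restore growth of mitochondrial fusion-defective yeast strains at non-permissive 37C in YPEG medium over 48 hours. Viability is quantified by luciferase luminescence.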
* hit, by the source's call; ? = inconclusive; / = no result given; [ ] = another dose, or the depositor's remark. Unless noted, calls come from the whole dose curve; as a rule, active = well fitted curve in the direction sought with a large enough effect; inconclusive = small, poorly fitted or top-dose-only effect, or another doubt; inactive = no such curve, though single readings can be large; an effect the other way counts as inactive or inconclusive.

SMILES	TSHR antagonist	PKM2 act	MBNL1 CUG block	Menin-MLL TR inh	Eya2 inh	S-ASM inh	KCNH2 WT inh	GALK inhibitor	Chronic BCR inh	USP2a block	Mito fusion yeast
CCOCCCN1CN(Cc2ccco2)CNC1=S	-1.8	-4.2%	-21.2%	-12.4%	-2.5%	4.5%	-1.4	-0.1%	5.2%	2.7%	-0.4%
COc1cccc(-c2ncc3ccccc3c2COC(=O)c2cccc(Br)c2)c1	0.3	/	/	/	16.8%	-13.0%	-6.4	/	?	-1.2%	?
CCOC(=O)N1CCN(C(=O)CCNS(=O)(=O)c2ccc3c(c2)c(=O)n(C)c(=O)n3C)CC1	3.5	3.0%	2.7%	-11.8%	2.3%	3.4%	-33.4	-0.8%	2.6%	6.2%	1.2%
COC(=O)C(C)Sc1nc2c([nH]c3ccccc32)c(=O)n1C (stereo not drawn)	11.6	-8.8%	0.9%	19.0%	-6.4%	-0.2%	7.4	1.3%	17.2%	-5.0%	12.7%
COc1ccc(C(=S)N2CCOCC2)cc1OS(=O)(=O)c1ccccc1[N+](=O)[O-]	6.9	-10.5%	/	37.9%[activator]	-5.5%	-3.4%	3.4	0.3%	?	1.0%	0.1%
Cn1ncc2c(NNC(=O)c3ccccc3Cl)ncnc21	-0.7	-2.5%	-7.2%	0.1%	-0.6%	3.8%	0.4	-3.6%	?	1.3%	-5.2%
Cc1cc(C)nc(NC2=NCC(=O)N2CCc2c[nH]c3ccccc23)n1	-1.0	-9.7%	0.9%	1.8%	-19.4%	8.1%	2.7	-0.8%	-1.4%	-2.7%	5.3%
Cc1cc(NC(=O)CCC(=O)N(Cc2cccs2)C(C)(C)C(=O)NC2CCCCC2)no1	1.1	2.7%	0.8%	-18.0%	0.7%	6.8%	-4.0	8.7%	8.9%	3.9%	6.3%
Cc1cc(/C(O)=C2\C(=O)C(=O)N(CCN(C)C)C2c2ccncc2)ccc1OCc1ccccc1 (stereo not drawn)	3.0	3.6%	25.6%	-0.8%	-3.1%	2.5%	4.4	0.0%	0.9%	0.7%	-0.5%
CCOC(=O)c1c(C)[nH]c(C(=O)COC(=O)c2ccc(O)cc2O)c1C	0.2	?	-16.2%	/	-24.2%	-3.8%	-16.9	1.3%	7.6%	-1.6%	1.3%
CC(C)C(NC(=O)c1ccc(F)cc1)C(=O)N1CCC1 (stereo not drawn)	17.5	/	/	/	7.8%	5.0%	-3.3	/	-0.3%	1.1%	-2.4%
O=C(CNS(=O)(=O)c1ccccc1)NCC(=O)OCc1ccc(C(=O)c2ccccc2)cc1	-1.7	-3.2%	-0.6%	2.9%	4.3%	-2.4%	10.3	-0.6%	?	4.5%	-0.1%
CCn1ncc([N+](=O)[O-])c1C(=O)Nc1c(C)cccc1C	11.4	-4.5%[11.5 µM]	16.0%	-8.6%	5.0%	0.3%	2.7	6.8%	-0.5%	-0.9%	-0.1%
Cc1ccc(-c2nnc(NC3CCCCC3)c3ccccc23)cc1S(=O)(=O)N1CCN(C)CC1	-0.1	4.0%	16.0%	-5.5%	6.8%	1.0%	6.4	1.5%	-0.3%	-7.2%	-2.0%
O=C(Nc1ccc(F)cc1)Nc1ccc(N2CCOCC2)c2nonc12	-6.7	-8.2%	28.4%	?	1.4%	-2.5%	4.7	-2.7%	-11.9%	-3.9%	-3.5%
COc1cc(CCCN2C(=O)C(=O)NC[C@@H]2CC2CCCCC2)cc(OC)c1OC	-2.7	/	/	/	-2.2%	-2.1%	-5.2	/	-12.2%	4.0%	-3.3%
CNC(=S)/N=C(\Nc1ccc(C)cc1)c1ccccc1	-5.1	-6.4%	-3.3%	/	-4.8%	7.8%	3.8	6.5%	-5.6%	-2.3%	6.1%
Cc1ccc(NC(=O)c2ccccc2Cl)cc1-n1cnnn1	-6.7	0.0%	-10.2%	-0.7%	-3.6%	-0.4%	-9.9	-0.5%	-11.3%	8.5%	-1.5%
Cc1ccc(C(=O)NCc2ccc3c(c2)OCO3)cc1N1CCCC1=O	2.6	-7.8%	-3.3%	-8.0%[11.7 µM]	-20.1%	-0.8%	7.0	0.1%	-16.6%	?	0.5%
CC(=O)Nc1ccc(S(=O)(=O)NCCSCc2cccc(Cl)c2)cc1	-6.6	3.7%	/	25.4%	2.9%	-9.0%	11.6	0.4%	-2.8%	0.1%	2.1%
O=C(Nc1ccc(-c2cn3ccccc3n2)cc1)c1cccs1	-3.4	7.8%	-4.1%	6.9%	3.4%	-3.1%	13.0	3.8%	?	2.3%	1.5%
COc1cccc(-c2nc3ccc(O)cc3c(=O)o2)c1	-9.2	-3.5%	0.3%	19.1%	25.9%	10.2%	-2.5	7.1%	?	0.6%	-4.0%
CC1=NN(Cc2cc(C(C)(C)C)c(O)c(C(C)(C)C)c2)C(=O)C1	-5.6	0.6%[11.5 µM]	-0.8%	-21.3%	1.0%	1.9%	7.6	-2.9%	?	-5.3%	-4.2%
O=C(CN(c1ccccn1)S(=O)(=O)c1ccccc1)N/N=C/c1cccc([N+](=O)[O-])c1	-3.5	1.6%	?	0.4%	-7.1%	2.7%	-1.7	-0.1%	0.0%	-8.3%	-2.1%
O=C(NCCN1CCN(c2ccccc2)CC1)Nc1cccc(Cl)c1	8.2	?	-7.6%	25.0%	2.8%	-4.5%	-2.3	3.4%	-0.5%	-0.3%	-9.8%
The list goes on.
SMILES	TSHR antagonist	PKM2 act	MBNL1 CUG block	Menin-MLL TR inh	Eya2 inh	S-ASM inh	KCNH2 WT inh	GALK inhibitor	Chronic BCR inh	USP2a block	Mito fusion yeast
CCOc1ccc(NC(C)C(=O)N/N=C/c2ccc([N+](=O)[O-])cc2)cc1 (stereo not drawn)	4.9	-9.6%	15.1%	4.7%	12.1%	/	/	9.0%	-6.7%	2.2%	4.3%
Cc1ccc(NC(=O)c2cc(=O)c3ccccc3o2)cc1	-3.4	-1.0%	?	?	5.7%	-2.0%	1.5	-1.7%	2.3%	-7.4%	0.3%
COc1ccc(N2CCN(C(=O)c3cc([N+](=O)[O-])ccc3N3CCN(CCO)CC3)CC2)cc1	4.5	-5.6%	?	/	1.8%	-11.6%	1.2	4.4%	3.2%	1.5%	1.4%
CCc1cccc(CC)c1NC(=O)CNCc1cccs1	-7.3	10.1%	-3.6%	0.8%	-8.7%	-2.1%	-6.4	11.6%	0.4%	-4.5%	-6.8%
NC1=NCC(O)=C1c1nc2ccccc2[nH]1	1.7	/	2.1%	8.7%	-1.3%	-3.1%	-6.5	7.9%	?	-1.5%	1.0%
COc1cc(C(=O)NCC(c2cccnc2)N2CCN(c3ccc(F)cc3)CC2)cc(OC)c1OC (stereo not drawn)	1.3	-7.0%	-0.9%	1.3%	-4.5%	-8.2%	4.3	-0.5%	0.2%	1.3%	-3.4%
Cc1cc([N+](=O)[O-])c(-c2ccc(/C=N/n3cnnc3)o2)cc1Cl	-3.5	-0.7%	?	-1.3%	-6.7%	-7.4%	11.9	-1.3%	-18.7%	1.6%	1.0%
Cc1ccc(-c2cc(C(=O)Nc3ccc(S(=O)(=O)Nc4nc(C)cc(C)n4)cc3)c3ccccc3n2)cc1	-9.0	1.7%	1.3%	?	-5.0%	/	-9.4	0.4%	-0.7%	-13.1%	-4.7%
C[C@H]1CCC[C@]2(O[C@@H](CCO)C[C@H](O)[C@H]2O)O1	-1.6	-2.4%	-4.5%	10.7%	7.2%	6.6%	-1.9	/	6.1%	1.1%	1.1%
COCCn1c(N)c(N(Cc2ccccc2)C(=O)Cc2c(Cl)cccc2Cl)c(=O)[nH]c1=O	1.6	4.8%	2.8%	-4.4%	-3.5%	3.8%	-1.3	-1.6%	-0.9%	-0.1%	-4.4%
COc1ccc(NC(=O)c2cc(CN3C(=O)c4ccccc4C3=O)ccc2OC)cn1	0.5	2.3%	-0.2%	14.9%	-1.1%	-0.9%	-18.2	7.2%	-1.1%	1.6%	7.5%
O=C(O)Cn1cc(/C=C/[N+](=O)[O-])c2ccccc21	-17.9	8.8%	11.3%	22.1%	-0.3%	-2.1%	-3.4	5.8%	0.7%	0.3%	15.8%
CCCc1nc(SCC(=O)Nc2cc(C)on2)c2c(=O)n(C)c(=O)n(C)c2n1	-7.0	1.6%	-3.5%	1.7%[11.7 µM]	-11.6%	-0.7%	-2.8	1.1%	-0.5%	0.8%	-0.6%
CCCn1nnnc1NC(=O)COc1ccc(Cl)cc1C	-5.4	-1.3%	10.6%	20.0%	9.5%	-0.6%	-2.5	-0.7%	?	-4.1%	1.0%
CNC(=S)N(Cc1ccccc1)Cc1cccnc1	11.1	-4.5%	2.6%	/	-0.1%	3.1%	-1.6	/	-0.2%	-1.1%	-0.3%

Only part of the results is shown; rates above refer to the full screens.
